# GAA spleen mod: qHTS Assay for Inhibitors and Activators of Human alpha-Glucosidase From Spleen Homogenate | human spleen homogenate, 4-MU-alpha-glucoside fluorescence | Lysosomal alpha-glucosidase (Homo sapiens), P10253 | 240,000 tested, 0.006% active | Potency, µM (series often up to 79.9 µM), for the others: at the highest dose activity change, negative = inhibition, hits mostly inhibitors | AID 2112, 2009;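 also: 0% = enzyme with vehicle and -100% = no enzyme basal signal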
#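 Human spleen homogenate (1 ug) with 4-methylumbelliferyl-alpha-D-glucopyranoside (1 mM final) in 50 mM citrate/phosphate pH 5.0, 0.01% Tween-20; 40 min at 37 C. Stopped at pH 10; 4-MU fluorescence Ex 365/Em 440 nm; AC50 by Hill fit.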
# GAA inh: qHTS Assay for Inhibitors of Human alpha-Glucosidase as a Potential Chaperone Treatment of Pompe Disease. Lysosomal alpha-glucosidase (Homo sapiens), P10253. purified human GAA, 4-MU-alpha-glucoside fluorescence. Potency, µM (top dose mostly 76.9 µM), for inactives: at the highest dose activity change, negative = inhibition, most hits filed as inhibitors. 200,000 tested, 0.005% active. AID 1466, 2008;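 also: plate controls were uninhibited enzyme wells for no effect and no-enzyme background for full effect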
#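 Read-out is 4-methylumbelliferone fluorescence (Ex 365/Em 440 nm) after NaOH/glycine stop at pH 10. Enzyme 4 nM, substrate 400 uM, pH 5.0 citrate buffer, 20 min room temperature; AC50 from Hill-equation concentration-response.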
# L3MBTL1 block: qHTS Assay for the Inhibitors of L3MBTL1. AID 485360, 2010. 230,000 tested, 0.66% active. Lethal(3)malignant brain tumor-like protein 1 (Homo sapiens), Q9Y468. AlphaScreen L3MBTL1–H3K9me1 peptide binding. Potency, µM (top dose mostly 57.1 µM), without a hit: at the top dose activity, negative = inhibition, hits mostly inhibitors; also: nearly all actives have a fitted effect of over 60% in size
#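 First, the protein-peptide complex forms for 30 min at room temperature (L3MBTL1 50 nM, biotinylated H3K9me1 peptide 75 nM). Next, compounds are pin-transferred and incubated 30 min. Finally, AlphaScreen beads are added and read after 30 min.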
# GAA glycogen: qHTS Assay for Inhibitors and Activators of Human alpha-Glucosidase Cleavage of Glycogen | recombinant GAA, glycogen substrate, Amplex Red glucose oxidase fluorescence | Potency, µM (highest dose often 76.4 µM), inactives show at the top dose activity change, negative = inhibition, usual class: inhibitors | 300,000 tested, 0.38% active;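 also: 0% = full enzyme reaction and -100% = no-enzyme basal signal; the screen sought inhibitors and activators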
#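 Natural-substrate format: glycogen cleavage by 4 nM human enzyme, glucose read by Amplex Red coupling (Ex 573, Em 610 nm). Normalized to enzyme and no-enzyme controls.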
# TRb SRC2 PPI: qHTS for Inhibitors of the Interaction of Thyroid Hormone Receptor and Steroid Receptor Coregulator 2; AID 1469, 2008; Potency, µM (titrated, usually from 106 µM), for inactives: at the highest dose activity change, negative = inhibition, most hits filed as inhibitors; TRbeta-SRC2 peptide binding, fluorescence polarization; receptor liganded with 1 µM T3; 280,000 tested, 0.065% active; Thyroid hormone receptor beta (Homo sapiens), P10828;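 also: plate controls were bound peptide for no effect and peptide without receptor for full effect; nearly all actives have a fitted effect of over 50% in size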
# Target sequence (P10828 whole entry, looked up): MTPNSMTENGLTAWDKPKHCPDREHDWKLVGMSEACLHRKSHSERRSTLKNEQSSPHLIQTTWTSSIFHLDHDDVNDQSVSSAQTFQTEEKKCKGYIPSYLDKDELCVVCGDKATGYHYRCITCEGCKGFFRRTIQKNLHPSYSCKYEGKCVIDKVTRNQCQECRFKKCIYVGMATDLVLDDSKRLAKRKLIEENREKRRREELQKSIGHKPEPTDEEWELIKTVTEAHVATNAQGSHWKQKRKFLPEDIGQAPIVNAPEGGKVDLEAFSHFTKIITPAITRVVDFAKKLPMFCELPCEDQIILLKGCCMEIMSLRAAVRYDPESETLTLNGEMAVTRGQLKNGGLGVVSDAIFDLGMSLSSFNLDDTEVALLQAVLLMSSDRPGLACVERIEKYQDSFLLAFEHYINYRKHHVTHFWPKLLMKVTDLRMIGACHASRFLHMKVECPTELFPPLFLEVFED
#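 A fluorescence polarization screen tested compounds at multiple concentrations against complex formation between 0.6 uM TRb ligand-binding domain and 20 nM Texas Red SRC2 peptide, with 1 uM T3 present; readout after 5 hr.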
# TR SRC2 fluor cs: Total Fluorescence Counterscreen for Inhibitors of the Interaction of Thyroid Hormone Receptor and Steroid Receptor Coregulator 2. 280,000 tested, 0.29% active. TRb/SRC2 Texas Red total fluorescence interference. Potency, µM (titrated, usually from 106 µM), for inactives: top-dose fluorescence change, negative = quenching. AID 1479, 2009; active = well fitted curve in either direction with a large enough effect; inconclusive = small, poorly fitted or top-dose-only effect
#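 Human TRb ligand-binding domain at 0.6 uM with 20 nM Texas Red SRC2 peptide in Tris buffer containing 1 uM T3 and 5% DMSO, incubated with compound 5 h at ambient temperature. Total fluorescence (555/632 nm) calculated as parallel + 2 × perpendicular.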
# RECQ1 helicase: qHTS Assay for Inhibitors of RecQ-Like Dna Helicase 1 (RECQ1). 240,000 tested, 0.54% active. RECQ1 DNA unwinding, red fluorescence kinetic read. ATP-dependent DNA helicase Q1 (Homo sapiens), P46063. Potency, µM (series often up to 57.3 µM), for the others: at the top dose activity, negative = inhibition, usual class: inhibitors;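 also: plate controls were vehicle for no effect and no enzyme for full effect; nearly all actives have a fitted effect of over 30% in size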
#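 RECQ1T1 50 nM; forked duplex (20 bp + 30-nt ss tails) 200 nM, ATP 2 mM final; pH 8.0, 2 mM MgCl2, 2.5 ug/ml poly(dI-dC); 15 min compound preincubation; discontinuous kinetic read over 2 h at RT.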
# RGS12 GoLoco inh: qHTS Assay for Inhibitors of RGS12 GoLoco Motif Activity (Red Fluorophore). Guanine nucleotide-binding protein G(i) subunit alpha-1 (Homo sapiens), P63096. Gai1:RGS12 GoLoco peptide FP, rhodamine, 10 min. Potency, µM (top dose mostly 61.6 µM), for the others: at the top dose activity, negative = inhibition, usual class: inhibitors. 230,000 tested, 0.44% active; active = well fitted inhibition curve with a large enough effect, not every such curve was filed as active; inactive = no such curve, though single readings can be large or run the other way; also: nearly all actives have a fitted effect of over 30% in size; many of its hits are not listed in these tables
# Target sequence (P63096 whole entry, looked up): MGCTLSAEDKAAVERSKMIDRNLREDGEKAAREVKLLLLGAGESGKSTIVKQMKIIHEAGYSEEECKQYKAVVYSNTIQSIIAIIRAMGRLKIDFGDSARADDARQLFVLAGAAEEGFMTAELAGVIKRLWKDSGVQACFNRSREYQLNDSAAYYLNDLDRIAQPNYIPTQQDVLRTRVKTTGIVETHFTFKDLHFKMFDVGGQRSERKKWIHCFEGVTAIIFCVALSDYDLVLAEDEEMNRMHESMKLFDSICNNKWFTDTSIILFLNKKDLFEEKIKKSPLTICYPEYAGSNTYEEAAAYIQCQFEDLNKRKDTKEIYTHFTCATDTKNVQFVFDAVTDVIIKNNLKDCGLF
# * marks the source's active call; other numbers are inactive results; i = inactive; ? = inconclusive; / = no result given; & = joins results of further samples; [ ] = another dose, or the depositor's remark. Unless noted, calls follow the shape of the dose curve; as a rule, active = well fitted curve in the direction sought with a large enough effect; inconclusive = small, poorly fitted or top-dose-only effect, or another doubt; inactive = no such curve, though single readings can be large; an effect the other way counts as inactive or inconclusive. Unless noted, % is scaled to controls: 0 for no effect and ±100 for the full control effect; potency is read from the fitted curve at half-maximal effect. A portion of the library; the hit share may differ from the screen's.
SMILES,GAA spleen mod,GAA inh,L3MBTL1 block,GAA glycogen,TRb SRC2 PPI,TR SRC2 fluor cs,RECQ1 helicase,RGS12 GoLoco inh
COc1ccc(-c2nnc(SCc3cccc(C)c3)n2N)cc1,-5%,?,0%,4%,-14%,-1%,-3%,2%
CCOC(=O)c1c(C)[nH]c(C(=O)OCC(=O)N2CCc3ccccc32)c1C,1%,3%,-4%,-6%,-1%,1%,-6%,-11%
CCOC(=O)C(C)Sc1nc(N)c(NC(=O)c2ccc(OC)c(OC)c2)c(=O)[nH]1 (stereo not drawn),-10%,-1%,4%,-24%,-8%,-4%,-17%,-6%
O=C(Nc1nc2ccc(S(=O)(=O)N3CCCCC3)cc2s1)c1ccncc1,3%,-8%,-8%,?,-19%,-1%,-5%,21%
O=C(CSc1ccc2c(c1)OCCO2)NCc1ccco1,-7%,-12%,-6%,1%,1%,-3%,-4%,18%
CSc1ccccc1N1CCN(CCCCCC(=O)NC2CCCc3ccccc32)CC1 (stereo not drawn),-2%,/,/,/,5%,1%,-9%,/
COc1ccccc1NS(=O)(=O)N(C)C,2%,-13%,/,14%,7%,2%,-10%,0%
COc1ccc(-n2c(=O)c3ccccc3n(CC(=O)Nc3cccc(OC)c3)c2=O)cc1,-3%,2%,/,-10%,15%,-1%,-2%,-7%
O=c1oc(-c2cc3ccccc3o2)nc2sc3c(c12)CCCC3,-5%,-1%,0%,-4%,-4%,-3%,-2%,7%
CCOc1ccc(C(=O)Nc2cc(C)on2)cc1,1%,-2%,5%,10%,0%,-1%,-16%,-4%
CC(C)(C)OC(=O)NC(NC(=O)OCC1c2ccccc2-c2ccccc21)C(=O)O (stereo not drawn),0%,/,/,/,0%,-29%,-13%,/
Cc1cc(C(=O)COc2cccnc2[N+](=O)[O-])c(C)n1Cc1cccs1,0%,-6%,-29%,1%,-9%,-4%,-15%,-3%
O=C(Oc1ccc2ccccc2c1)c1ccco1,2%,-5%,9%,0%,1%,-3%,3%,-7%
O=C1NC2(CCCCCC2)N=C1c1ccc(F)cc1,-4%,2%,/,-2%,-5%,2%,-3%,-1%
CCS(=O)(=O)CCSc1nc2ccccc2o1,-6%,-4%,26%[11.4 µM],3%,3%,0%,-5%,14%
Nc1nonc1C(=O)NCCNCc1c(OCc2ccccc2F)ccc2ccccc12,-7%,-9%,/,-6%,-13%,-1%,13%,3%
COCCn1c(SCC(=O)Nc2nnc(C)s2)nnc1-c1c[nH]c2ccccc12,2%,-4%,5%,-2%,-23%,0%,-4%,-7%
COc1cc2c(=O)n(-c3ccc(C)cc3)c(=O)n(CC(=O)c3ccc4c(c3)OCO4)c2cc1OC,-7%,-8%,-8%[11.4 µM],0%,-8%,-1%,3%,9%
COc1ccc(C)cc1NC(=O)C1CC(=O)N(Cc2ccco2)C1 (stereo not drawn),-2%,-3%,-5%,-1%,-2%,0%,-8%,12%
COc1ccc(C(C)NC(=O)Cc2ccc(Br)cc2)cc1 (stereo not drawn),5%,-3%,-12%,6%,2%,-9%,-3%,0%
CC(=O)Nc1ccc(NC(=S)Nc2ccccc2)cc1,-12%,?,5%,-3%,2%,-6%,-12%,4%
O=C1/C(=C\c2cccnc2)Sc2ccccc21,-11%,3%,-14%,-10%,4%,-12%,-2%,27%
CC(C)c1ccc(NC(=O)CCNS(=O)(=O)c2cccc3nonc23)cc1,-1%,2%,-15%,-2%,-6%,-7%,-1%,12%
Cc1ccc(OCC(=O)NC(=S)Nc2ccc(Br)cn2)cc1,-10%,/,2%,2%,6%,-3%,-1%,-4%
Cc1nnc(SCC(=O)NCc2ccc3c(c2)OCO3)s1,-8%,-10%,2%,-2%,13%,2%,5%,-5%
Cc1c(Cc2ccccc2)c(=O)oc2c(C)c(OCc3nn[nH]n3)ccc12,-4%,-3%,-3%,0%,0%,-2%,3%,4%
CC(CN(C)Cc1ccccc1)OC(=O)C1COc2ccccc2O1 (stereo not drawn),17%,-2%[15.4 µM],-1%,4%,7%,1%,0%,-5%
O=C(CSc1n[nH]c(-c2ccccc2Br)n1)NC(=O)NCc1ccco1,6%,-2%,/,2%,4%,-6%,-9%,-7%
COc1cc(C(=O)Nc2cnc(NC(=O)C(C)C)cc2C)cc(OC)c1OC,0%,-9%,8%,10%,-1%,-1%,i,12%
COc1ccc(CCC(=O)Nc2nc3ccccc3[nH]2)cc1,-4%,2%,/,-3%,-7%,-1%,-12%,1%
CCCCOc1ccc(C2C(=O)N(C3CCCCC3)CC(=O)N2CC2CCCO2)cc1 (stereo not drawn),-4%,1%,3%,0%,-7%,-2%,-12%,6%
CSc1nc(-c2ccccc2)nn1C(=O)c1ccc(C)cc1,-16%,-1%,-7%,8%,-2%,1%,8%,-1%
CCOC(=O)CCC(=O)NCc1ccc2[nH]c(C)cc2c1,2%,3%,5%,4%,7%,-4%,-1%,-2%
O=C1C2CCCN2C(c2cccs2)N1c1ccc(F)cc1 (stereo not drawn),2%,-7%,/,-4%,4%,0%,i,20%
O=S(=O)(Nc1nnc(-c2ccccc2)s1)c1ccc(Cl)cc1,8%,-1%,/,3%,-13%,1%,-3%,9%
CCOc1ccc(-n2c(Cc3cc(=O)[nH]c(=O)[nH]3)nnc2SC(C)C)cc1,-17%,-3%,-3%,1%,-18%,-2%,-2%,2%
COc1ccc(Cn2c(CCC(=O)Nc3ccccc3)nc3cccnc32)cc1,-5%,0%,/,2%,-1%,-2%,-14%,1%
COc1ccc(CCN(Cc2cc3ccc(C)cc3[nH]c2=O)C(C)=O)cc1OC,-1%,/,/,-4%,7%,-2%,-13%,1%
CN(CCCN1CCCCC1)C(=O)CCc1nnc(C2CCCCC2)o1,0%,-8%,5%,14%,0%,-3%,-1%,18%
CCOC(=O)CSc1ccccn1,-7%,9%,1%,-9%,2%,0%,7%,8%
CCC(C)c1ccccc1NC(=O)Cc1coc2cc3c(cc12)CCC3 (stereo not drawn),-5%,-5%,-2%,4%,2%,1%,?,3%
CC1Cc2ccccc2N1C1=CC(=O)CCC1 (stereo not drawn),-6%,-2%,/,6%,3%,0%,-3%,-14%
O=C(CN1C(=O)c2ccccc2C1=O)N1CCN(c2ccccc2)CC1,3%,?,/,-2%,-5%,-6%,17%,1%
C(=N\n1cnnc1)/c1ccc(N2CCOCC2)s1,-12%,-8%,0%,7%,-1%,-4%,-9%,-6%
COCCOC(=O)c1nccnc1C(=O)Nc1ccc(S(=O)(=O)N2CCOCC2)cc1,6%,/,/,10%,-13%,-1%,-10%,3%
COc1ccc(-c2cn(-c3ccccc3)c3[n+]2CCS3)cc1,7%&-12%,-7%&-7%,2%&5%,-4%&8%,1%&4%,1%&-2%,17%&-2%,8%&7%
Cc1ccc(-n2c(C)cc(/C=N/NC(=O)c3ccc(CN4CCOCC4)cc3)c2C)cc1,-12%,-13%,-7%,4%,-10%,-1%,i,5%
COCc1nc(-c2ccc(-c3ccc(OC)cc3)nc2OC)no1,1%,13%,13%,-6%,-8%,0%,11%,12%
N#C/C(=C/c1ccc(-c2ccc(S(N)(=O)=O)cc2)o1)c1nc2ccccc2s1,-17%,-5%,2%,-3%,-2%,5%,?,65%[activator]
Cc1nc2ccc(NC3=NCCCCC3)cc2s1,-5%,2%,1%,-4%,8%,0%,-6%,-32%
Cc1noc2ncnc(N3CCCCC3)c12,1%,4%,-2%,-17%,0%,-1%,-1%,4%
O=C(CCn1c(=O)oc2ccccc21)Nc1ccc2c(c1)OCCO2,6%,/,/,-7%,1%,-1%,-8%,-3%
CC1(C)[C@@H](OC(=O)CCC(=O)O)CC[C@@]2(C)[C@H]1CC[C@@]1(C)[C@H]2C(=O)C=C2[C@H]3C[C@](C)(C(=O)O)CC[C@]3(C)CC[C@@]21C,1%[29.1 µM],/,/,/,-3%[53 µM],-2%[53 µM],-3%[25.9 µM],-4%[21.6 µM]
O=C(c1cccs1)n1nc(-c2cccnc2)nc1NCc1ccco1,-5%,-3%,-7%[11.4 µM],17%,-8%,-5%,i,12%
CC1(C)Oc2ccc(C(=O)N3CCc4ccccc43)cc2N(CC(=O)N2CCCC2)C1=O,1%,9%,7%,6%,-5%,-3%,i,6%
CCN(CC)S(=O)(=O)c1cccc(-c2nnc(SC(C)C#N)n2Cc2ccccc2)c1 (stereo not drawn),-2%,?,-8%,11%,-5%,-2%,-10%,12%
CN(CC(=O)O)S(=O)(=O)c1ccc(F)cc1,-3%,-6%,2%,7%,-8%,-4%,0%,7%

# Of the compounds above, 3 contain bromine.
SMILES,GAA spleen mod,GAA inh,L3MBTL1 block,GAA glycogen,TRb SRC2 PPI,TR SRC2 fluor cs,RECQ1 helicase,RGS12 GoLoco inh
COc1ccc(C(C)NC(=O)Cc2ccc(Br)cc2)cc1 (stereo not drawn),5%,-3%,-12%,6%,2%,-9%,-3%,0%
Cc1ccc(OCC(=O)NC(=S)Nc2ccc(Br)cn2)cc1,-10%,/,2%,2%,6%,-3%,-1%,-4%
O=C(CSc1n[nH]c(-c2ccccc2Br)n1)NC(=O)NCc1ccco1,6%,-2%,/,2%,4%,-6%,-9%,-7%

# Screens from PubChem BioAssay.
